AMA1-RON2 inh – inhibitors of Plasmodium falciparum AMA1-RON2 interaction. Potency, µM (titrated, usually from 58.2 µM), without a hit: top-dose activity change, negative = inhibition, usual class: inhibitors. 0.2% of 360,000 active. AlphaScreen AMA1-biotinylated RON2 peptide binding;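 also: potency is read from the fitted curve at half-maximal effect; 0% = vehicle wells and -100% = peptide control; nearly all actives have a fitted effect of over 45% in size; some results filed as inactive show a strong effect at the top dose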
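AMA1 (3D7) with his tag at 25 nM final met compounds first, then biotinylated RON2 peptide at 25 nM; detection used donor plus acceptor beads, 10 µg/mL apiece, read by AlphaScreen after 30 min at room temperature.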
AmpC inh detg – inhibitors of E. coli AmpC beta-lactamase with detergent | 0.041% of 370,000 active | Potency, µM (highest dose often 114 µM), for the others: top-dose activity change, negative = inhibition, most hits filed as inhibitors | AmpC hydrolysis of nitrocefin, absorbance 480 nm, 0.01% Triton | P00811 | AID 485294;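 also: potency is read from the fitted curve at half-maximal effect; 0% = no-compound wells and -100% = no-enzyme wells; nearly all actives have a fitted effect of over 25% in size; some results filed as inactive show a strong effect at the top dose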
Target sequence (P00811 whole entry, looked up): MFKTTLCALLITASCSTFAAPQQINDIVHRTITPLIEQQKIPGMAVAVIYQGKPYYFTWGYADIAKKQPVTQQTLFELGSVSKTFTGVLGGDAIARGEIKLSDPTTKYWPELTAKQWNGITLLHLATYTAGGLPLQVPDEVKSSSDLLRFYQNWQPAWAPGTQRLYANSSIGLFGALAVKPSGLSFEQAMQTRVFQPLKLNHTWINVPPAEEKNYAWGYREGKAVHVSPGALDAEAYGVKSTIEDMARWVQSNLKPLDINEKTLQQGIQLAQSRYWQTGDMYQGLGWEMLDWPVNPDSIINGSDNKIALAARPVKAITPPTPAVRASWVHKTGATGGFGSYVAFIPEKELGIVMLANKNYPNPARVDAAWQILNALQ
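20 mM phosphate pH 7.0 + 0.01% (detergent screen) or 0.0001% Triton X-100; 5.3 nM AmpC reagent; cpd preinc 15 min RT; nitrocefin (800 uM stock) to start; A480 q20 s × 4 min; Activity was normalised to no-enzyme and no-compound control wells.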
HCMV antiviral – blocks human cytomegalovirus replication. HFF cells, HCMV-luciferase reporter, 72 h; stronger effect = lower value. activity change, negative = inhibition, % at 57.5 µM. 4.5% of 410,000 active; in the data active = activity change below about -60%; inconclusive = no clear call, values can overlap the other calls; inactive = above about -39%
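Compounds were evaluated in HFFs infected with an HCMV luciferase reporter virus (MOI 1 PFU/cell). Luciferase in lysates collected 72 h post infection served as the replication measure.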
Sm TGR block – inhibitors of Schistosoma mansoni thioredoxin glutathione reductase | Q962Y6 | purified TGR, DTNB reduction, TNB absorbance 405 nm | Potency, µM (series often up to 114 µM), inactives show at the top dose activity change, negative = inhibition, hits mostly inhibitors | 3% of 360,000 active | AID 485364; also: potency is read from the fitted curve at half-maximal effect; nearly all actives have a fitted effect of over 60% in size
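First, TGR (20 nM dispensed) and NADPH were mixed with compound. Second, a 15 min room-temperature incubation followed. Third, further NADPH and then DTNB were added to start the reaction. Finally, TNB absorbance was monitored kinetically.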
Giardia FBPA inh – inhibitors of Giardia lamblia fructose-1,6-bisphosphate aldolase. A8B2U2. purified Giardia FBPA. Potency, µM (doses to about 59.6 µM), for inactives: at the top dose activity, negative = inhibition, hits mostly inhibitors. 0.71% of 290,000 active; also: potency is read from the fitted curve at half-maximal effect; nearly all actives have a fitted effect of over 55% in size
Target sequence (A8B2U2 whole entry, looked up): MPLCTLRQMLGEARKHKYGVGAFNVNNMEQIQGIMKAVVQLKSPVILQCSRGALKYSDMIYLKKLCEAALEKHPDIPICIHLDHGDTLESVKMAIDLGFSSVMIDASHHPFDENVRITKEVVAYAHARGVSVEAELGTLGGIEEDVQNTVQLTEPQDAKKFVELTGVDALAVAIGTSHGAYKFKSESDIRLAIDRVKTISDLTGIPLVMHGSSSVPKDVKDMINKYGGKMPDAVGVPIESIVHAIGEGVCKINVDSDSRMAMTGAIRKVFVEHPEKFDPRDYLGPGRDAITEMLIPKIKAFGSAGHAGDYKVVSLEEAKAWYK
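40 nM FBPA preincubated 10 min at RT with compound (up to 57.5 uM final), then substrate plus GAPDH/TPI/NAD/arsenate coupling and diaphorase/resazurin added. Fluorescence read after 20 min at RT, 525/598 nm.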
AmpC no deterg – inhibitors of E. coli AmpC beta-lactamase without detergent. AmpC nitrocefin hydrolysis, absorbance 480 nm, 0.0001% Triton. Potency, µM (series often up to 57.1 µM), without a hit: at the top dose activity change, negative = inhibition, actives largely listed as inhibitors. 0.52% of 330,000 active;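 also: potency is read from the fitted curve at half-maximal effect; plate controls were no compound for no effect and no enzyme for full effect; nearly all actives have a fitted effect of over 20% in size; some results filed as inactive show a strong effect at the top dose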
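20 mM phosphate pH 7.0 + 0.01% (detergent screen) or 0.0001% Triton X-100; 5.3 nM AmpC reagent; cpd preinc 15 min RT; nitrocefin (800 uM stock) to start; A480 q20 s × 4 min; Activity was normalised to no-enzyme and no-compound control wells.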
* = called active by the depositor; ? = inconclusive; . = no result given; & = joins results of further samples; [ ] = remark or other dose. Unless noted, calls follow the shape of the dose curve; as a rule, active = well fitted curve in the direction sought with a large enough effect; inconclusive = small, poorly fitted or top-dose-only effect, or another doubt; inactive = no such curve, though single readings can be large; an effect the other way counts as inactive or inconclusive. Unless noted, % is scaled to controls: 0 for no effect and ±100 for the full control effect. Compounds as they come; any-hit rate near 7.8%.

A first look, 2 compounds:
SMILES	AMA1-RON2 inh	AmpC inh detg	HCMV antiviral	Sm TGR block	Giardia FBPA inh	AmpC no deterg
Cc1ccc(NC(=O)N(Cc2ccc3c(c2)OCO3)C2CCN(Cc3ccccc3)CC2)cc1C	.	-4%	-21	1%	.	.
C=CCn1cc(-c2ccc(Cl)cc2)cc(C#N)c1=O	5%	-12%	-37	10%	-2%	-12%

This part in full, from the start:
SMILES	AMA1-RON2 inh	AmpC inh detg	HCMV antiviral	Sm TGR block	Giardia FBPA inh	AmpC no deterg
Cc1ccc(NC(=O)N(Cc2ccc3c(c2)OCO3)C2CCN(Cc3ccccc3)CC2)cc1C	.	-4%	-21	1%	.	.
C=CCn1cc(-c2ccc(Cl)cc2)cc(C#N)c1=O	5%	-12%	-37	10%	-2%	-12%
COc1ccc(C2(Nc3cccc(F)c3)C(=O)c3ccccc3C2=O)cc1	.	0%	4	10%	.	.
Clc1ccccc1-c1nc(-c2ccc(Br)o2)no1	8%	-4%	244	-7%	12%	-28%
Cc1ccccc1C(=O)Nc1ccccc1NC(=O)c1ccccc1C	-7%	0%	10	2%	3%	-28%
COc1ccc2c(c1OC)C(=O)OC2CC(=O)c1ccc(O)c(O)c1 (centres undefined)	36%[activator]	?	20	0%	?	-28%
CCNC(=S)N/N=C(\C)c1ccc(N2CCOCC2)cc1	-3%	-10%	-16	-28%	-16%	-19%
CCN(Cc1ccccc1)C(=O)COC(=O)CNS(=O)(=O)c1ccc(C)cc1	6%	-8%	-8	-7%	4%	-1%
O=C1CCCC2=C1C(c1ccc3c(c1)OCO3)c1c([nH]n(-c3ccccc3)c1=O)N2 (centres undefined)	24%	?	2	?	?	-11%
CCN(CC)C(=O)c1cccc(NC(=O)C2=COCCO2)c1	3%	3%	-15	-17%	.	-4%
Clc1ccc(-c2nnc3n2CCCC3)cc1Cl	16%	1%	26	6%	6%	-8%
CC(C)(C)OC(=O)N1Cc2ccccc2C[C@H]1C(=O)O	2%	?	31	1%	-23%	-12%
COc1ccc(-c2ccc(SCC(=O)N3CCOCC3)nn2)cc1OC	-2%	-13%	58	12%[11.4 µM]	-3%	-3%
CCOC(=O)c1c(C)oc2nc(C)nc(NCCc3ccc(Cl)cc3)c12	.	-4%	0	9%	.	.
Nc1ccc(Cl)cc1C(=O)c1ccccc1	-16%	1%	-22	14%	-11%	-28%
COc1ccc(-n2c(Cc3cccn3C)nnc2SCC(=O)Nc2nc(C)cs2)cc1	0%	-12%	-17	-26%	0%	53%
CN(C)c1ccc(P(=O)(CC(=O)N/N=C/c2ccc(C#N)cc2)OCCCl)cc1 (centres undefined)	3%	6%	-3	11%	7%	51%
O=C1N=C(N2CCOCC2)S/C1=C\c1cccs1	2%	4%	45	-7%	5%	-11%
CCCCCCCN1C2=NCCCN2c2ccccc21	-5%	0%	?	1%[57.1 µM]	-1%	19%
CSc1nnnn1-c1ccc(Cl)cc1	6%	2%	-14	.	7%	-10%
CCOCCCn1c(=S)[nH]c2cc(C(=O)NC3CCCC(C)C3C)ccc2c1=O (centres undefined)	92%[activator]	2%	?	-9%	23%	-19%
O=C(NN=C1CCCC1)c1ccc(O)cc1O	15%	4%	1	-19%	.	-34%
CCOc1ccccc1C(=O)NCC(=O)NCC(C)(C)N1CCOCC1	9%	3%	-34	-10%	.	-20%
O=C(CNC(=O)c1cc(Cl)cc([N+](=O)[O-])c1)NC1CC1	-1%	.	27	.	.	-16%
COc1ccc(C2c3ccsc3CCN2C(C)=O)cc1 (centres undefined)	-3%	-1%	24	0%	1%	2%
CCN1CCN(CCCNC(=O)CN2C(=O)c3cccnc3Oc3ccc(Cl)cc32)CC1	10%	6%	?	-6%	.	-14%
CNC(=O)c1c(NC(=O)/C=C/c2ccccc2Cl)sc2c1CCC2	.	9%	-11	?	.	.
NC(=O)c1ccccc1-c1nc(-c2ccccc2)no1	2%	-14%	110	1%	-1%	-4%
Cc1cccc(N2CCN(S(=O)(=O)c3c(C)nc4scc(C)n4c3=O)CC2)c1C	11%	-1%&-2%	22&-12	8%&5%	.	80%[activator]
Cc1ccc(C(=O)N2CCCC(Nc3cccc(F)c3)C2)cc1N1CCNC1=O (centres undefined)	-2%	3%	4	-26%	.	30%
CC(C)C(NS(=O)(=O)c1cccc2nsnc12)C(=O)NC1CCCCC1C (centres undefined)	18%	2%	.	1%	.	-16%
COc1ccc(OC(=O)c2ccncc2)cc1	6%	-9%	20	7%	7%	-12%
CC1(C)CC(NC(=O)c2ccc(Cl)c(Cl)c2)CC(C)(C)N1	-10%	-6%	55	-26%	13%	-1%
CO/N=C/c1ccc(N2CCN(C(=O)c3ccc(F)cc3)CC2)c([N+](=O)[O-])c1	-11%	?	-29	-7%	-18%	60%[activator]
CCOc1ccc(OCC)c(NC(=O)CSc2nnc(C3CC3)n2CC)c1	-3%	4%	11	-2%	.	-2%
O=C(N[C@@H](Cc1ccccc1)C(=O)OCc1ccccc1)c1nc[nH]c1C(=O)N1CCc2ccccc2C1	78%[activator]	-6%	28	9%	-16%	8%
Cc1ccc(C)c(NC(=S)NC23CN4CN(CN(C4)C2)C3)c1	2%	1%	17	5%	6%	-3%
COc1ccc(OC)c(C2=NOC(C(=O)N3CCN(c4ccccc4)CC3)C2)c1 (centres undefined)	-4%	?	5	2%	0%	15%
Cc1cccc(CS(=O)(=O)c2cn(CC(=O)N3CCOCC3)c3ccccc23)c1	9%	7%	55	-3%	.	116%[activator]
Oc1cc(O)cc(/C=C/c2ccc(O)c(O)c2)c1	7.1µM*	1%	117	22µM*	?	-28%

Molecules listed so far with a nitro group on carbon, in the order listed:
SMILES	AMA1-RON2 inh	AmpC inh detg	HCMV antiviral	Sm TGR block	Giardia FBPA inh	AmpC no deterg
O=C(CNC(=O)c1cc(Cl)cc([N+](=O)[O-])c1)NC1CC1	-1%	.	27	.	.	-16%
CO/N=C/c1ccc(N2CCN(C(=O)c3ccc(F)cc3)CC2)c([N+](=O)[O-])c1	-11%	?	-29	-7%	-18%	60%[activator]

Continued.
SMILES	AMA1-RON2 inh	AmpC inh detg	HCMV antiviral	Sm TGR block	Giardia FBPA inh	AmpC no deterg
COc1ccccc1OCCNC(=O)c1cccc(S(=O)(=O)N2CC(C)OC(C)C2)c1 (centres undefined)	12%	-8%	-32	-8%	2%	84%[activator]
CCCNC(=O)c1ccc(N2CCC3(CC2)CC(c2ccccc2)=NO3)c(NC(=O)c2ccco2)c1	-1%	-13%	94	2%	-10%	22%
CSc1ccc(-c2nc3ccc(C)cn3c2Nc2ccccc2C)cc1	.	6%	-7	4%	.	.
Cc1ccccc1-c1nc(SCC(=O)NCc2ccc(F)cc2)c2c(=O)n(C)c(=O)n(C)c2n1	.	-6%	-6	-27%	.	.
Cc1cccc(C)c1-n1cccc1/C=C1\SC(=S)N(c2cccc(C(=O)O)c2)C1=O	-7%	5%	66	1%	-2%	53%
CSc1ccccc1NC(=O)COc1ccc(Cl)cc1C	29%	?	-1	7%	-2%	-23%
O=Nc1ccc(NOC(=O)c2ccccc2)cc1	11%	4%	?	5%	-12%	-26%
COc1cc(CN2CCCC(C(=O)c3ccccc3SC)C2)cc(OC)c1 (centres undefined)	-17%	-11%	-16	0%	2%	30%
COc1ccc(-c2cn(CCO)nc2-c2ccc(OC)cc2)cc1	-7%	-7%	16	-8%	2%	87%[activator]
O=S(=O)(c1cccc(C(F)(F)F)c1)N1CCC(c2cc(-c3cccc4ccccc34)n[nH]2)CC1	-10%	-11%	22	-26%	-4%	-1%
CCNc1nc(NCC)n2c(SCC(=O)Nc3ccccc3)nnc2n1	14%	2%	-32	3%	2%	-22%
COc1ccc2c(C(=O)CN(C)C3CCCCC3)c[nH]c2c1	21%	-11%	33	35µM*	-4%	-19%
CN(C)CCNC(=O)CCCN1C(=O)c2cccnc2Oc2ccc(Cl)cc21	.	12%	0	-2%	.	.
COc1ccc(OC)c(NC(=O)CCNS(=O)(=O)c2ccc3[nH]c(=O)oc3c2)c1	-1%	-15%	3	-14%	?	-32%
Cc1ccc2cc(CCNC(=O)c3ccc4c(c3)OCO4)c(=O)[nH]c2c1C	-6%	?	-14	-3%	22%	-4%
OCCN1CCN(CC(O)C(F)(F)F)CC1 (centres undefined)	16%	-12%	-28	-5%	3%	5%[2.29 µM]
CCOC(=O)Cc1csc(NC(=O)c2sc3nc4cc(C)ccc4cc3c2N)n1	28%[11.6 µM]	-7%	2	-16%	-11%	-9%
C[C@H](CO)N1C[C@H](C)[C@@H](CN(C)Cc2ccccc2)Oc2c(NS(=O)(=O)c3ccccc3)cccc2C1=O	1%	.	-9	.	.	161%[activator]
Cc1cccc(Cc2cnc(NC(=O)c3ccc(C)o3)s2)c1	-8%	-15%	24	2%	-3%	-41%
CCC(C)NC(=O)C1c2ccccc2C(=O)N1Cc1ccc(F)cc1 (centres undefined)	-1%	-12%	-12	9%	1%	-8%
COc1ccc2c(CCNC(N)=S)c[nH]c2c1	18%	-2%	-25	-3%	-7%	-26%
CC(=O)N1CCc2cc(S(=O)(=O)CCC(=O)Nc3c(C)n(C)n(-c4ccccc4)c3=O)ccc21	-8%	-6%	-13	3%	1%	-17%
CC(C)CC(COCc1ccc(Cl)cc1)N1CCN(C(=O)c2ccc(C(F)(F)F)cc2)CCC1=O (centres undefined)	4%	?	152	-13%	-7%	265%[activator]
CCCCn1c(SCC(=O)OCC)nc2c(sc(=S)n2-c2ccccc2OC)c1=O	-8%	-1%	?	4%	2%	7%
COC(=O)C(CCSC)NC(=O)c1cn(-c2ccc(OC)cc2)c(=O)c2ccccc12 (centres undefined)	4%	2%	-16	16%	0%	-2%
COC(=O)c1ccc(COc2cccc3c2CCN(Cc2ccccc2)C3=O)o1	-11%[11.6 µM]	-12%	27	-12%	-2%	-16%
Nc1nonc1-n1nnc(C(=O)N/N=C/c2ccccn2)c1CNc1ccccc1	91%[activator]	2%	-35	-20%	.	0%

Five structures from above, sorted by molecular weight, smallest number first.
SMILES	AMA1-RON2 inh	AmpC inh detg	HCMV antiviral	Sm TGR block	Giardia FBPA inh	AmpC no deterg
COc1ccc2c(CCNC(N)=S)c[nH]c2c1	18%	-2%	-25	-3%	-7%	-26%
CCC(C)NC(=O)C1c2ccccc2C(=O)N1Cc1ccc(F)cc1 (centres undefined)	-1%	-12%	-12	9%	1%	-8%
Nc1nonc1-n1nnc(C(=O)N/N=C/c2ccccn2)c1CNc1ccccc1	91%[activator]	2%	-35	-20%	.	0%
COC(=O)C(CCSC)NC(=O)c1cn(-c2ccc(OC)cc2)c(=O)c2ccccc12 (centres undefined)	4%	2%	-16	16%	0%	-2%
CC(C)CC(COCc1ccc(Cl)cc1)N1CCN(C(=O)c2ccc(C(F)(F)F)cc2)CCC1=O (centres undefined)	4%	?	152	-13%	-7%	265%[activator]
